Compound activity from PubChem BioAssay.
NPY-Y1 antag = blocks the human neuropeptide Y Y1 receptor; HEK293-CNG Y1 cells, membrane potential fluorescence; NPY at EC95, then isoproterenol; inhibition, % at 3.6 µM; hit rate 1% among 200,000; AID 1040;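 active means inhibition above the campaign mean inhibition of all tested compounds plus 3 SD, cut at about 20% in these data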;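 further: 0% = DMSO wells given NPY plus isoproterenol and 100% = isoproterenol alone without NPY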
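Material: HEK293 Y1/CNG channel cell line; also added: NPY (25 nM), isoproterenol (1 µM), Ro 20-1724 (25 µM); doses: one concentration, 3.6 µM, in 0.4% DMSO; schedule: compound incubation 1 h at room temperature, readout 45 min post-stimulation; technique: membrane potential fluorescence; measure: fluorescence ratio normalized to % inhibition between controls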
TRPML3 ag = human mucolipin-3 channel agonism; hit rate 0.29% among 220,000; Q8TDD5; AID 1448; activation, % at 3 µM; HEK293 TRPML3-YFP, Fluo-8 calcium fluorescence; 100% = the carbachol control signal;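 active means activation above its plate's cutoff, the mean activation of the plate's test wells plus 3 SD, cut at about 12% in these data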;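 further: 0% = DMSO only wells and 100% = carbachol wells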
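Test system – HEK293 line with stable expression of human TRPML3-YFP channel · Control set – carbachol 87 µM final as high control (100%), DMSO as low control (0%) · Signal – Fluo-8 calcium dye fluorescence, ex 470-495, em 515-575 nm · Incubation – 1-h 37 °C dye load, 5-s basal, 120-s post-compound reads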
NPY1 pot ag = human NPY-Y1 potentiation or agonism, primary screen; P25929; NPY-Y1 expressing cells, potentiator/agonist activation; activation, % at 3.6 µM; hit rate 0.37% among 220,000; in the data active means activation above about 33%, passing the limit was not always enough;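 further: cells stimulated with NPY at EC10 then isoproterenol at EC100; 0% = low agonist plus stimulus and 100% = saturating agonist plus stimulus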
CHOP inhibitor = CHOP inhibition in unfolded protein response; CHO-K1 CHOP-promoter luciferase, tunicamycin-induced, 15-18 h; inhibition, % at 10 µM; hit rate 3.8% among 220,000;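 active means compounds that reduced the stress-induced luciferase reporter signal by more than about 70% of percent inhibition, limit read from the data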;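 further: 0% = tunicamycin plus vehicle and 100% = wells without tunicamycin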
NPY-Y2 PAM-ag = potentiates or activates human NPY-Y2 receptor. hit rate 0.45% among 220,000. activation, % at 3.6 µM. cells expressing NPY-Y2, potentiator/agonist read-out. P49146; in the data active means activation above about 27%;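 further: cells stimulated with NPY near EC25 plus isoproterenol at EC100; 0% = vehicle plus submaximal agonist and 100% = vehicle plus saturating agonist; some results beyond the cut were filed as inactive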
Target sequence (P49146 whole entry, looked up): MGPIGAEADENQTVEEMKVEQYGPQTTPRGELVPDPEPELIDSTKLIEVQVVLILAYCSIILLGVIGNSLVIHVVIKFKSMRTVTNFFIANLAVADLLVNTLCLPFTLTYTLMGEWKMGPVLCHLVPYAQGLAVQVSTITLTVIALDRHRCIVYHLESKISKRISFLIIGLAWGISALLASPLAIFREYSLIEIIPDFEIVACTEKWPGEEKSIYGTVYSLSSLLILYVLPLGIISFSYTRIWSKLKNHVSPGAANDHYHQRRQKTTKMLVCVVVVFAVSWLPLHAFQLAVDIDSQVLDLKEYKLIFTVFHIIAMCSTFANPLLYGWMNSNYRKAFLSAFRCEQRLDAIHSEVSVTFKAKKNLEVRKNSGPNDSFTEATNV
S1P4 antag = human S1P4 receptor antagonism; AID 1510; hit rate 0.26% among 220,000; inhibition, % at 4.98 µM; S1P4-expressing cells, antagonist mode, reporter read-out; in the data active means inhibition above about 29%;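 further: 0% = wells stimulated with agonist and 100% = vehicle wells without agonist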
TRPN1 ag = activates the zebrafish TRPN1 channel; HEK293 zebrafish TRPN1-YFP, Fluo-8 calcium fluorescence; 100% = response to 87 µM carbachol; activation, % at 3 µM; hit rate 0.18% among 220,000;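 active means activation above its plate's cutoff, the mean activation of test wells on that plate plus 3 SD, cut at about 19% in these data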;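 further: 0% = DMSO alone and 100% = 87 µM carbachol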
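Assay system: Zebrafish TRPN1-YFP in HEK293 cells | Incubation: Dye loading 1 h at 37 °C, then 30 min room temperature | Measured by: Kinetic Fluo-8 fluorescence, ex 470-495, em 515-575 nm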
S1P4 ag = activates the human S1P4 receptor; S1P4-expressing cell line, agonist reporter assay; activation, % at 4.98 µM; hit rate 0.35% among 220,000; AID 1509; in the data active means activation above about 11%;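 further: 0% = DMSO vehicle and 100% = reference agonist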
EP2 mod = EP2 receptor (human) modulation; P43116; EP2-expressing cells, cAMP HTRF FRET, PGE2 co-stimulation; induction, % at 25 µM; hit rate 0.83% among 260,000; AID 940;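 active means compounds whose cAMP rise, as percent of the full-agonist control response, exceeds 60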;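 further: rat C6 glioma line stably carrying human EP2 under a CMV promoter; the protocol text gives 20 µM as final concentration; 100% = response of wells given 1 µM PGE2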
Target sequence (P43116 whole entry, looked up): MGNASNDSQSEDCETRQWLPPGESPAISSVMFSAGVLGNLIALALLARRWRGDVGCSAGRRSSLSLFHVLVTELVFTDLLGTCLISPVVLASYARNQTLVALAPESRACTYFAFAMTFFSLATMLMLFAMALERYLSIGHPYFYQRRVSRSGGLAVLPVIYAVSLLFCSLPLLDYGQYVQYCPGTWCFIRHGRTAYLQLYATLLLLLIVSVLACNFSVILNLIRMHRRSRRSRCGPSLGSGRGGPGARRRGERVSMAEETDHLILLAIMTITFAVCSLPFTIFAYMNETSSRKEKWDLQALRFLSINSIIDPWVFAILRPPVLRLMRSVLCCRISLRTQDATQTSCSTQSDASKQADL
* marks the source's active call; other numbers are inactive results; x = not tested or not shown.

Values run as follows: NPY-Y1 antag, TRPML3 ag, S1P4 ag, S1P4 antag, NPY1 pot ag, EP2 mod, CHOP inhibitor, NPY-Y2 PAM-ag, TRPN1 ag
O=C(NNc1cccc(Cl)c1)c1cccnc1Cl
    -6.2, 0.8, 1.7, 6.6, 10.9, 12.9, 8.7, 13.0, 2.1
Oc1ccc2ccccc2c1C=Nc1ccc(Cl)cn1
    4.0, 0.7, 1.9, -0.4, 5.1, -9.7, -7.1, 1.2, 1.6
Cc1ccc(C(C)C)c(OCc2nn(CC(=O)c3ccc(Cl)cc3)c3[n+]2CCCCC3)c1
    35.0*, 0.2, -1.4, -0.5, -36.7, 37.5, 56.9, -13.2, -0.6
O=C(Nc1ccc2c(c1)OCCO2)c1cc2ccccc2o1
    8.5, -1.2, 0.2, -3.5, -5.4, -11.7, 17.4, 5.9, -2.2
C#CCOCCOCCOCCNc1nc(N2CCN(C(=O)C([C@@H](C)CC)n3cc(C(N)Cc4ccc(O)cc4)nn3)CC2)nc(N2CCN(C(=O)[C@H](CCC(=O)O)n3cc(C(N)[C@H](C)CC)nn3)CC2)n1 (stereo not given in full)
    3.1, 0.8, 1.9, -2.5, -7.4, 1.0, 15.5, 6.2, 0.1
CNC(=O)NC(=S)NC(=O)c1ccc(OC)cc1
    5.0, 1.0, -0.5, 9.6, -26.7, 12.7, -1.6, 2.1, 0.8
Cc1cccc(NC(c2ccc(C)s2)c2ccc3ccc(C)nc3c2O)n1 (stereo not given)
    -1.8, 0.6, 2.7, -3.4, 10.4, 15.5, 24.3, -12.2, 0.5
COc1cc(OC)c(C2N(c3ccc(Cl)c(Cl)c3)C(=O)C3CCCN32)cc1OC (stereo not given)
    -3.7, 0.3, 1.1, -4.8, -7.7, 8.0, 14.9, 4.2, 1.6
Cc1ccccc1N1CN(Cc2ccco2)CNC1=S
    3.5, 0.6, -0.4, -4.5, 6.0, -6.5, 0.8, 0.5, -2.1
CN1C(=O)N(C)C2(c3ccccc3)NNC(N)=NC12c1ccccc1 (stereo not given)
    x, -0.2, -2.3, -16.5, 11.7, -8.6, -2.4, 20.9, -0.7
COc1ccc(-c2nn(-c3ccccc3)cc2C(=O)Nc2nccs2)cc1
    -1.5, 1.4, 2.2, 11.9, -4.5, -18.0, 23.3, -13.2, 1.7
CN(C)C(=S)NC(=O)C12CC3CC(C)(CC(C)(C3)C1)C2
    x, 0.3, 1.4, 3.0, 9.6, -18.3, 10.0, -0.3, 0.8
O=C(Nc1ncn[nH]1)c1cc(S(=O)(=O)Nc2ccc(Cl)cc2)ccc1Cl
    -0.9, 0.8, 0.9, 0.0, 16.9, 7.0, -6.8, 10.5, 0.8
CCCCCc1ccc(-c2ccc(C(=O)O)cc2)nc1
    -1.5, 0.9, 3.2, 5.5, -8.6, -40.2, -9.7, -5.5, 0.3
COc1ccc(OCCSc2nc3ccccc3c(=O)[nH]2)cc1
    -5.0, 0.3, -0.3, -1.5, -42.3, -16.2, 49.6, -1.3, 0.4
CCn1c(CN2CCCCCC2=O)nnc1SCc1cnc(-c2ccccc2)s1
    -3.0, 2.0, 1.0, -7.2, -5.8, -72.9, -15.5, -17.0, 2.9
CC(C)C(NC(=O)C(NC(=O)C1O[C@@H]2OC(C)(C)O[C@@H]2[C@H]2OC(C)(C)O[C@@H]12)C(C)C)C(=O)O (stereo not given in full)
    -1.6, 0.7, -0.1, -4.4, -3.4, 14.9, -10.4, -4.2, -0.7
Cc1ccc2cc(/C=N/NC(=O)CN3CCCCC3)c(Cl)nc2c1
    5.5, 1.0, 1.3, 17.3, 15.0, -46.6, 13.7, -6.6, -0.1
CCOC(=O)c1ccccc1NC(=O)Nc1ccc(OC)c(OC)c1
    1.8, -0.1, 1.9, -16.2, -34.3, 20.0, 14.9, -3.3, 0.1
CCCC(=O)Nc1nc2c(OC)ccc(OC)c2s1
    4.1, 0.1, -0.4, 2.5, -0.4, -10.0, 24.0, 10.1, 0.2
CCOc1ccc2nc(SCC(=O)NC3CCS(=O)(=O)C3)[nH]c2c1 (stereo not given)
    4.4, -0.7, 1.1, -6.6, -13.8, 9.9, 23.7, -0.3, -0.9
CCC(=O)Nc1ccc(-c2csc(NNC(C)=O)n2)cc1
    -4.3, 0.6, 0.4, -1.8, 0.4, 14.1, 3.2, 1.9, 0.1
COc1ccccc1N1CCN(C(=O)/C=C/c2ccco2)CC1
    -0.8, -0.2, 2.8, -6.9, -14.4, -1.6, -6.5, -13.2, 0.7
Cc1cccc(NC(=O)c2ccccc2NC(=O)C2CCCCC2)c1C
    -0.1, 0.6, 0.5, 8.4, 9.9, 13.0, 77.6*, -13.4, -0.4
CCOc1ccc2c(c1)C(C)=CC(C)(C)N2C(=O)Nc1ccccc1F
    -1.6, 1.2, 0.3, 5.5, 4.4, 4.3, 18.8, 5.7, -0.6
Cc1ccc(N2C(=O)[C@@H]3[C@H](C2=O)C2CCCN2[C@@H]3C(=O)c2ccccc2)cc1 (stereo not given in full)
    -1.4, 0.1, -1.3, -6.0, 6.4, 33.6, -14.1, 6.3, -0.3
COC(=O)/C=C1/SC(=Nc2ccc(C)cc2C)NC1=O
    -0.5, 0.4, 0.1, 1.6, 5.0, 5.1, -7.9, -2.5, 0.7
O=C(COc1ncnc2ccccc12)c1ccc(Cl)cc1
    -4.4, 0.2, 2.2, 1.5, -11.9, -4.9, -11.1, 2.0, 0.3
CCOc1ccccc1C(=O)Nc1nnc(COC)s1
    8.4, 0.1, 0.3, -0.9, -1.1, -12.3, 7.6, 0.7, 1.3
CC1=C(C(=O)N2CCCC(CCC(=O)NCc3ccccc3F)C2)OCCO1 (stereo not given)
    -0.7, 0.7, 2.7, -8.6, 13.1, 12.8, 40.7, -1.6, -0.8
COc1ccc(OCC#CCNC(C)(C)C)cc1
    1.8, 0.7, 2.7, -1.7, 9.5, 4.0, 21.6, -2.5, 0.8
COc1cccc(N2CCN(Cc3nc(N)nc(Nc4ccccc4)n3)CC2)c1
    -0.6, 1.5, -0.6, -30.7, -40.2, -13.4, 20.9, -5.8, 0.8
CCC(Oc1ccccc1)C(=O)Nc1nnc(C(F)(F)F)s1 (stereo not given)
    3.0, 0.6, -0.1, 14.8, 14.4, 8.3, 1.2, -10.7, 4.9
CC1C/C(=N/NC(=O)c2ccc(CSc3nc4ccccc4[nH]3)cc2)CC(C)(C)C1 (stereo not given)
    5.1, 0.2, -0.8, 4.0, -44.8, 12.7, 75.3*, -4.8, -0.5
N/C(Cc1ccc([N+](=O)[O-])cc1)=N\OC(=O)c1ccc(Br)cc1
    1.5, 0.5, 1.3, -13.1, 5.4, -11.0, 11.6, 0.0, -0.3
CC(C)(C)Nc1nc(SCc2ccccc2)nc(N2CCOCC2)n1
    2.6, -0.4, -2.2, 4.2, -9.7, 11.6, 73.7*, 1.6, -1.2
COc1ccccc1N1CCN(C(=O)c2cc3sccc3n2C)CC1
    -1.9, 0.2, 0.3, -23.7, -2.1, -51.7, 19.7, -1.1, 1.9
COc1ccc(N(C(=O)c2ccc(F)cc2)C2=CC3CCC(C2)N3C)cc1 (stereo not given)
    0.3, 1.0, -2.7, 1.8, 7.2, -6.6, 21.5, 11.6, 0.5
O=C(Nc1ccc(F)cc1)C1CCCCC1
    -8.9, 0.9, -1.4, -0.6, -19.8, 10.3, 28.6, -11.8, 0.1
CCn1c(-c2ccc(Cl)cc2)n[nH]c1=S
    4.6, 0.3, 0.4, -5.4, -8.1, 21.5, -4.9, -2.4, 0.4
O=C(N/N=C/c1ccc2c(c1)OCO2)C(=O)N1CCCC1
    0.7, 0.6, 0.9, -8.7, 9.7, 6.3, -11.7, 10.2, 1.3
COc1ccc(OCC(=O)OCCNC(=O)c2cccnc2)cc1
    -1.1, 0.8, 1.1, -3.9, -9.8, 13.2, 6.4, 8.6, 0.0
CCOC(=O)Cc1csc(NC(=O)C(C)Oc2ccc3c(C)cc(=O)oc3c2)n1 (stereo not given)
    4.6, 0.9, -0.3, 14.1, -9.1, -12.2, -1.1, -14.8, 1.7
CNS(=O)(=O)c1cccc(C(=O)OCC(=O)N(CCC#N)c2ccccc2)c1
    8.0, 0.7, -0.4, 0.0, -21.4, -11.4, 7.4, -12.5, 1.4
COC(=O)CCCNC(=O)c1ccc2[nH]c(C)c(C)c2c1
    15.2, 0.6, -0.8, -11.5, -19.6, -28.4, 15.3, -14.2, 0.5
O=C(CCC1CCCN(C2C3CC4CC(C3)CC2C4)C1)NCc1ccc(F)c(F)c1 (stereo not given)
    -0.5, -0.1, 0.1, -37.5, 12.9, -3.1, 52.0, -21.7, -1.4
CCOc1c(Cl)cc(C(=O)NCCN2CCCCC2)cc1Cl
    6.2, 0.5, 0.6, 1.4, -8.9, 5.4, 49.1, -7.0, 0.4
Cc1nn2c3c(cnc2c1-c1ccccc1)C(=O)CCC3
    1.1, 0.5, 1.7, -11.9, 9.4, -13.0, -28.1, -5.2, 1.5
O=C1/C(=C\c2ccsc2)NC(=S)N1c1ccccc1
    -4.4, 1.1, 1.4, -23.2, -7.2, -32.1, -20.9, -3.8, 0.9
CCc1ccc(C(=O)NNc2cc(Cl)cc(Cl)c2)cc1
    x, -0.5, -1.1, 9.9, 18.6, -21.2, 31.3, 4.2, -2.1
Cc1ccc(/C=N/Nc2nc(C(C)(C)C)cs2)o1
    3.2, 0.6, -0.8, -34.4, -7.3, -15.3, -2.9, 1.8, -0.4
Cc1cccnc1NC(=S)NC(=O)c1cccs1
    -3.3, 0.0, -1.2, -15.5, 4.2, 10.6, 1.4, 10.1, 0.5
COc1cc(NC(=O)c2ccc3c(c2)OCO3)ccc1NC(=O)C(C)C
    -6.9, -0.2, 1.2, -6.5, 3.9, -42.5, x, 9.8, 1.7
COc1cc(C=C2C(=O)c3ccccc3C2=O)cc(OC)c1OC
    8.9, 0.1, -0.7, -29.9, -15.8, -103.1, 45.9, -8.6, -1.7
O=C(CC1C(=O)NCCN1Cc1cccc(Oc2ccccc2)c1)NCCc1cnccn1 (stereo not given)
    0.7, -0.7, -0.2, -11.2, 6.8, 14.3, 18.5, 4.7, 1.3
CC1CCN(CCNC(=O)C2CCCN(S(=O)(=O)c3cccc4nonc34)C2)CC1 (stereo not given)
    2.0, -0.3, 1.3, 2.5, 3.9, -5.2, -0.3, -1.4, 2.1
CC(C)(C)C(=O)[C@@H]1[C@@H]2C(=O)N(Cc3ccccc3)C(=O)[C@@H]2[C@H]2c3ccccc3C=CN12
    -2.0, 1.4, -0.1, -5.8, -12.5, 8.9, 2.7, 3.0, 0.9
S=C(NNC(=S)NC1CC2CCC1C2)NC1CC2C=CC1C2 (stereo not given)
    x, 1.5, -0.2, -5.2, 18.7, -23.8, 12.8, 13.8, 3.3

Entries of single compounds from above. Order of screens: NPY-Y1 antag | TRPML3 ag | S1P4 ag | S1P4 antag | NPY1 pot ag | EP2 mod | CHOP inhibitor | NPY-Y2 PAM-ag | TRPN1 ag
Cc1cccnc1NC(=S)NC(=O)c1cccs1 reads -3.3 | 0.0 | -1.2 | -15.5 | 4.2 | 10.6 | 1.4 | 10.1 | 0.5
COc1ccc(OCC(=O)OCCNC(=O)c2cccnc2)cc1 reads -1.1 | 0.8 | 1.1 | -3.9 | -9.8 | 13.2 | 6.4 | 8.6 | 0.0
